# PLCg1 inh = PLC-gamma1 enzyme inhibitors, primary screen, biochemical, fluorescence, purified enzyme; 1-phosphatidylinositol 4,5-bisphosphate phosphodiesterase gamma-1 (Homo sapiens), P19174; fluorogenic substrate; inhibition, % at 12.2 µM; actives 0.84% (n = 370,000); in the data active = inhibition above about 9.5%
# ADAM17 inh = ADAM17 inhibitors, primary screen, biochemical, QFRET; Disintegrin and metalloproteinase domain-containing protein 17 (Homo sapiens), P78536; recombinant ADAM17, EDANS/DABCYL FRET peptide cleavage; inhibition, % at 6.95 µM; actives 0.83% (n = 370,000);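 active = inhibition above the mean of compounds lying between control limits plus 3 SD, set per campaign, cut at about 8.5% in these data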;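 note: 0% = DMSO-only wells as the low control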
# ASAP1 GAP inh = inhibitors of human ASAP1 ArfGAP activity, primary screen, biochemical, fluorescence polarization; Arf-GAP with SH3 domain, ANK repeat and PH domain-containing protein 1 (Homo sapiens), …; ASAP1-stimulated ARF1 GTP hydrolysis, GDP FP detection; inhibition, % at 16.5 µM; actives 0.19% (n = 360,000); AID 624377, 2012; in the data active = inhibition above about 25%;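 note: 0% = vehicle with enzyme and substrate and 100% = no enzyme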
# Tn7 DDE FP = inhibitors of Tn7 peptide binding to fibrin DD(E), primary screen, biochemical, fluorescence polarization, human fibrin, Tn7 probe. FP displacement of FITC-Tn7 peptide from fibrin DD(E); 0% = median of compound wells per plate. AID 720508, 2013. Fibrinogen beta chain (Homo sapiens), P02675. inhibition, % at 8.3 µM. actives 0.13% (n = 370,000);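 active = inhibition above the mean of compounds falling within the control limits plus 3 SD of them, cut at about 14% in these data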;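 note: 0% = plate median of compound wells and 100% = 10 µM Aha-Tn7 peptide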
#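 System: human fibrin DD(E); quantity: Fibrin-DD(E) at 2 µM final; also added: fluorescent Tn7 probe at 0.1 µM; compound dosing: single nominal test concentration of 8.3 µM per compound; schedule: 10 min preincubation, 3 h with tracer, room temperature; detection: fluorescence polarization of the labelled Tn7 tracer; repeats: one replicate per compound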
# PLCb3 inh = human PLC-beta3 inhibitors, primary screen, biochemical, fluorescence. inhibition, % at 12.2 µM. AID 720704, 2013. Purified PLC-beta3, fluorogenic substrate. actives 0.18% (n = 370,000); in the data active = inhibition above about 11%;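 note: 0% = median of compound wells on plate and 100% = full blocker control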
# DDE Tn6 FP inh = inhibitors of Tn6 peptide binding to fibrin DD(E), primary screen, biochemical, fluorescence polarization, human fibrin, Tn6 probe; AID 720509, 2013; actives 0.21% (n = 370,000); Fibrin DD(E) TRITC-Tn6 fluorescence polarization displacement; inhibition, % at 8.3 µM; Fibrinogen beta chain (Homo sapiens), P02675;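 active = inhibition above a per-campaign cutoff: mean of compounds within control limits plus 3 SD, cut at about 15% in these data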;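 note: 0% = median of all compound wells on the plate and 100% = blocking peptide control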
# ARFGAP1 inh = inhibitors of rat ARFGAP1 GAP activity, primary screen, biochemical, fluorescence polarization, GDP tracer; ADP-ribosylation factor GTPase-activating protein 1 (Rattus norvegicus), Q62848; actives 0.26% (n = 360,000); inhibition, % at 16.5 µM; Arfgap1-stimulated ARF1 GTP hydrolysis, GDP FP detection;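 active = inhibition above a per-plate limit, mean inhibition of low control wells plus 3 SD, cut at about 25% in these data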;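 note: 0% = DMSO wells with enzyme and 100% = wells lacking Arfgap1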
# Target sequence (Q62848 1-136 limits assumed): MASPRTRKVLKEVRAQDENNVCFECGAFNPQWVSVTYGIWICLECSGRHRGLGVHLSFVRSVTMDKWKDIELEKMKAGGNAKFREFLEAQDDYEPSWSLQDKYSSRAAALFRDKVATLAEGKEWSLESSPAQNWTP
#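 Replicates: Single well per compound | Assay system: Truncated rat Arfgap1 GAP domain | Control set: No-Arfgap1 wells (100%) versus DMSO full-reaction wells (0%) | Times: Enzyme reaction 120 min at 25 °C after 20 min preincubation | Reagent: Human ARF1(Δ1-17)-GTP substrate | Measured by: Tracer-displacement fluorescence polarization with EDTA stop, 620/688 nm | Measure: Percent inhibition of Arfgap1-stimulated GTP hydrolysis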
# UHRF1 binding = UHRF1 methylated DNA binding inhibitors, primary screen, counter-screen for MBD2 inhibitor project, biochemical, TR-FRET, human UHRF1, single concentration | actives 0.75% (n = 370,000) | inhibition, % at 4.4 µM | E3 ubiquitin-protein ligase UHRF1 (Homo sapiens), Q96T88 | UHRF1 binding to methylated oligo | AID 687016, 2013; in the data active = inhibition above about 21%;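 note: UHRF1 SRA domain binding a hemimethylated CpG hairpin DNA probe; 0% = median of test compound wells and 100% = reference inhibitor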
# KLK7 zymogen act = proKLK7 zymogen activators, primary screen, biochemical, fluorescence intensity; Kallikrein-7 (Homo sapiens), P49862; purified proKLK7, EDANS-DABCYL substrate fluorescence; 100% is mature enzyme control, 0% vehicle; activation, % at 7 µM; actives 0.9% (n = 370,000); AID 652039, 2013;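 active = activation above the mean of all tested compounds plus 3 SD, computed per campaign excluding outliers beyond control limits, cut at about 13% in these data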
# Target sequence (P49862 whole entry, looked up): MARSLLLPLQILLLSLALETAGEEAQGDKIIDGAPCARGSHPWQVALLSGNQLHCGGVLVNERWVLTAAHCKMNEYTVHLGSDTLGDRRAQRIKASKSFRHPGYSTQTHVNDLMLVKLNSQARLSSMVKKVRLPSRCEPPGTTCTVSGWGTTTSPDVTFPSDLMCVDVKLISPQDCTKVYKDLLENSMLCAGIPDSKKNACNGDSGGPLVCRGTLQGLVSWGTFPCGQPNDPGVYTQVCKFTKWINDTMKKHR
# MBD2 DNA inh = inhibitors of MBD2 binding to methylated DNA, primary screen, biochemical, TR-FRET, DNA-binding domain, human; inhibition, % at 4.4 µM; Methyl-CpG-binding domain protein 2 (Homo sapiens), Q9UBB5; actives 0.31% (n = 370,000); MBD2 binding to methylated oligonucleotide; in the data active = inhibition above about 13%
# Target sequence (Q9UBB5 whole entry, looked up, the tested form may be a part): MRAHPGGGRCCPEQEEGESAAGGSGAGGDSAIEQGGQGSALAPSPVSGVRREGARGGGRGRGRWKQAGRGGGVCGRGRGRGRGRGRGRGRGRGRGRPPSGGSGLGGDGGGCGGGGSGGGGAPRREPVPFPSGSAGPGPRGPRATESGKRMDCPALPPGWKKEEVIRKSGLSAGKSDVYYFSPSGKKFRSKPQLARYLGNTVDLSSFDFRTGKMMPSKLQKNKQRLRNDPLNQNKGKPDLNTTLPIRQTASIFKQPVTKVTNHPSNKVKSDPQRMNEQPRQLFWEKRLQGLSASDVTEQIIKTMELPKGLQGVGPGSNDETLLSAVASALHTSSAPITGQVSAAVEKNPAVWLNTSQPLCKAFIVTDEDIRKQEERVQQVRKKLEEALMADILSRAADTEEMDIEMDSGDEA
# * = called active by the depositor; i = inactive; / = no result given.
# Keys – A = PLCg1 inh; B = ADAM17 inh; C = ASAP1 GAP inh; D = Tn7 DDE FP; E = PLCb3 inh; F = DDE Tn6 FP inh; G = ARFGAP1 inh; H = UHRF1 binding; I = KLK7 zymogen act; J = MBD2 DNA inh
> COc1ccc(C(=O)NC2CCN(CC(=O)Nc3c(C)cccc3C)CC2)cc1OC
  A: 0 | B: 0 | C: -2 | D: 3 | E: -2 | F: -4 | G: 7 | H: -2 | I: -0.4 | J: 0

> O=S(=O)(Nc1ccc(Br)cc1)c1cccc2cccnc12
  A: 2 | B: 3 | C: -9 | D: -6 | E: -1 | F: 4 | G: 4 | H: 2 | I: -0.3 | J: 2

> CCOC(=O)C1(CC2CCCCO2)CCN(Cc2ccccc2-c2ccco2)CC1 (stereo not given)
  A: 1 | B: 0 | C: 4 | D: -7 | E: -11 | F: 2 | G: 14 | H: 3 | I: 0.6 | J: -1

> O=C(C1CCCN(S(=O)(=O)c2ccccc2[N+](=O)[O-])C1)N1CCN(Cc2ccccc2)CC1 (stereo not given)
  A: 1 | B: 0 | C: / | D: -2 | E: 1 | F: -7 | G: / | H: 1 | I: 0.4 | J: -1

> CCCCC(O)(C(NC=O)C(=O)OC)C(F)(F)F (stereo not given)
  A: 4 | B: 1 | C: -1 | D: -7 | E: 2 | F: 3 | G: -3 | H: -1 | I: 0.3 | J: 0

> Cc1nn(Cc2ccc(Cl)cc2Cl)c(C)c1NC(=O)Cn1nc([N+](=O)[O-])c(Cl)c1C
  A: 2 | B: -3 | C: -4 | D: -5 | E: 0 | F: -7 | G: 10 | H: 2 | I: 0.3 | J: 2

> O=C(CCN1C(=O)S/C(=C/c2ccccc2)C1=O)Nc1ccc(O)c(C(=O)O)c1
  A: -20 | B: 3 | C: -3 | D: -3 | E: -33 | F: 3 | G: -11 | H: 2 | I: -0.4 | J: 0

> CCCn1c(SCC(=O)Nc2cc(S(=O)(=O)N3CCOCC3)ccc2Cl)n[nH]c1=O
  A: -3 | B: -2 | C: -2 | D: 3 | E: 1 | F: -4 | G: -5 | H: -2 | I: -0.1 | J: -5

> CC(Oc1ccccc1Cl)C(=O)/C=C/N(C)C (stereo not given)
  A: -5 | B: -2 | C: -5 | D: -4 | E: -12 | F: -1 | G: -13 | H: -4 | I: -0.7 | J: 17*

> COC(=O)Cc1nnn2c1[C@H](C)[C@@H](OC)c1cc(Br)ccc1-2
  A: 1 | B: -4 | C: 9 | D: -3 | E: -1 | F: -7 | G: -3 | H: -1 | I: 0.8 | J: 0

> COc1cc(CC(=O)Oc2ccc3c(c2)OCO3)cc(OC)c1OC
  A: -2 | B: -6 | C: -4 | D: -2 | E: -4 | F: -5 | G: 5 | H: 3 | I: 1.0 | J: 3

> CCOC(=O)N1CCN(C(=O)c2ccc(S(=O)(=O)NCc3ccco3)cc2)CC1
  A: 0 | B: -4 | C: -13 | D: 0 | E: -6 | F: -5 | G: -3 | H: -2 | I: 0.0 | J: 5

> C=CCn1c(SC)nnc1-c1cccc([N+](=O)[O-])c1
  A: 5 | B: 3 | C: 5 | D: -6 | E: 6 | F: 4 | G: 6 | H: 0 | I: 0.1 | J: -5

> O=C(O)CNS(=O)(=O)c1ccc2c3c(cccc13)C(=O)N2
  A: i | B: -214 | C: -2 | D: -3 | E: i | F: -2 | G: -3 | H: 1 | I: 60* | J: -5

> Cc1ccc(C)c(Nc2cc(C)nc3ccccc23)c1
  A: 1 | B: 2 | C: 12 | D: -6 | E: -3 | F: -7 | G: 5 | H: 1 | I: -0.3 | J: -5

> NS(=O)(=O)c1ccc(CCNC(=O)CNC(=O)c2ccc(Oc3ccccc3)cc2)cc1
  A: 1 | B: 0 | C: -9 | D: 5 | E: -4 | F: 5 | G: -8 | H: -1 | I: -0.1 | J: -2

> CN1CCN(CCC(=O)Nc2cccc(F)c2)CC1
  A: 7 | B: 6 | C: 5 | D: 2 | E: 1 | F: 1 | G: 5 | H: 2 | I: -0.1 | J: 1

> COc1ccc(NC(=O)COc2cccc(-n3cnnn3)c2)cc1Cl
  A: 3 | B: -1 | C: -13 | D: -6 | E: 1 | F: 4 | G: -1 | H: 1 | I: -0.6 | J: 3

> CCC(C)NC(=O)CSc1ncnc2sccc12 (stereo not given)
  A: 1 | B: 3 | C: -6 | D: 4 | E: 1 | F: 6 | G: 16 | H: -3 | I: 0.3 | J: -3

> O=S(N1CCCCCC1)C12CC3CC(CC(C3)C1)C2 (stereo not given)
  A: 0 | B: -1 | C: 1 | D: -7 | E: 3 | F: -8 | G: 5 | H: 0 | I: 0.8 | J: -5

> CCN(c1cccc(C(F)(F)F)c1)S(=O)(=O)c1ccc2c(c1)CCN2C(C)=O
  A: 14* | B: 8.7* | C: -6 | D: 0 | E: 5 | F: -1 | G: 4 | H: 1 | I: 0.1 | J: 0

> Cc1cc(NC(=O)c2c(Cl)cnn2C)no1
  A: 0 | B: -5 | C: 0 | D: -6 | E: 1 | F: 4 | G: -4 | H: -2 | I: 0.7 | J: 8

> COc1ccc(CCNCC(=O)Nc2ccc(C)c(S(=O)(=O)N(C)C)c2)cc1
  A: 2 | B: -2 | C: 1 | D: -2 | E: 0 | F: -8 | G: -4 | H: -1 | I: 0.2 | J: 2

> CC(C)C[C@H]1CNC(=S)N1CC1CCCN1C[C@H](CC(C)C)N1C[C@H](CC(C)C)N(CCc2ccccc2)C1=S (stereo not given in full)
  A: 2 | B: -5 | C: 8 | D: 3 | E: 4 | F: 12 | G: -11 | H: -3 | I: -0.5 | J: 3

> CCc1cccc2c(C(C)c3ccccc3O)c[nH]c12 (stereo not given)
  A: -2 | B: -2 | C: / | D: 4 | E: -7 | F: 2 | G: / | H: -1 | I: 0.5 | J: -2

> CC1=C(C(=O)Nc2cccnc2)C(c2ccc(C(C)C)cc2)n2ncnc2N1 (stereo not given)
  A: 3 | B: 4 | C: 17 | D: 0 | E: -1 | F: -12 | G: 20 | H: 1 | I: 0.0 | J: 0

> C[C@H](CO)N1C[C@H](C)[C@@H](CN(C)S(=O)(=O)c2ccc(Cl)cc2)OCc2cnnn2CCCC1=O
  A: -1 | B: -6 | C: -2 | D: 2 | E: 1 | F: -8 | G: 1 | H: -2 | I: 0.3 | J: -2

> COc1ccccc1N(C)S(=O)(=O)c1ccc(C(=O)OC(C)C(=O)NCc2ccc3c(c2)OCO3)cc1 (stereo not given)
  A: -3 | B: 2 | C: 8 | D: 0 | E: -8 | F: -2 | G: 9 | H: 0 | I: 0.7 | J: 0

> Cc1ccc(-c2nc(C3CCCN(S(=O)(=O)c4ccc(Cl)s4)C3)no2)cc1 (stereo not given)
  A: -2 | B: -3 | C: / | D: 9 | E: -1 | F: -1 | G: / | H: -1 | I: 0.3 | J: 0

> CCOC(=O)C1Nc2ccc(C)cc2C2C=CCC12 (stereo not given)
  A: -9 | B: 0 | C: -7 | D: -4 | E: -13 | F: -3 | G: 3 | H: -7 | I: 0.6 | J: -3

# Some of the entries above in another layout.
# Every second line gives: PLCg1 inh	ADAM17 inh	ASAP1 GAP inh	Tn7 DDE FP	PLCb3 inh	DDE Tn6 FP inh	ARFGAP1 inh	UHRF1 binding	KLK7 zymogen act	MBD2 DNA inh
- NS(=O)(=O)c1ccc(CCNC(=O)CNC(=O)c2ccc(Oc3ccccc3)cc2)cc1
  1	0	-9	5	-4	5	-8	-1	-0.1	-2
- CN1CCN(CCC(=O)Nc2cccc(F)c2)CC1
  7	6	5	2	1	1	5	2	-0.1	1
- COc1ccc(NC(=O)COc2cccc(-n3cnnn3)c2)cc1Cl
  3	-1	-13	-6	1	4	-1	1	-0.6	3
- CCC(C)NC(=O)CSc1ncnc2sccc12 (stereo not given)
  1	3	-6	4	1	6	16	-3	0.3	-3
- O=S(N1CCCCCC1)C12CC3CC(CC(C3)C1)C2 (stereo not given)
  0	-1	1	-7	3	-8	5	0	0.8	-5
- CCN(c1cccc(C(F)(F)F)c1)S(=O)(=O)c1ccc2c(c1)CCN2C(C)=O
  14*	8.7*	-6	0	5	-1	4	1	0.1	0
- Cc1cc(NC(=O)c2c(Cl)cnn2C)no1
  0	-5	0	-6	1	4	-4	-2	0.7	8

# Later entries.
smiles	PLCg1 inh	ADAM17 inh	ASAP1 GAP inh	Tn7 DDE FP	PLCb3 inh	DDE Tn6 FP inh	ARFGAP1 inh	UHRF1 binding	KLK7 zymogen act	MBD2 DNA inh
O=C(CSc1nc2ccccc2c(=O)n1CCCN1CCOCC1)Nc1ccc2c(c1)OCO2	0	1	14	-1	0	-3	-4	18	-0.2	2
COc1ccc(NC(=S)NNC(=O)Cn2nc(C(F)F)cc2C(F)F)cc1	0	2	4	-6	5	-3	11	-3	-0.6	1
O=C(NN=Cc1ccccc1C(=O)O)c1cccc(S(=O)(=O)Nc2cccc(C(F)(F)F)c2)c1	-3	0	-15	1	-6	-3	-4	-2	0.1	3
C=CCSc1nc(N)c(C#N)c(-c2ccc(C)cc2)c1C#N	-40	1	-3	3	-50	-3	12	-5	-5.6	-5
Cc1cccc(NC(=O)c2cc(-c3cccnc3)nc3c(C)cccc23)n1	-3	-1	3	1	-9	-4	8	2	-0.6	1
FC(F)(F)c1ccccc1NC(=S)Nc1ccccc1	11*	-6	2	2	-5	-11	22	4	-0.1	6
CCCN1CCN(CC(=O)Nc2nnc(CC)s2)CC1	0	-2	3	-6	-4	-3	7	0	-0.4	3
O=C(OCC(=O)N1CCCC1)c1ccc(S(=O)(=O)Nc2ccccc2)cc1	-1	-4	18	4	-5	6	6	1	-0.4	1
O=C(NC(Cc1ccccc1)c1ccc2c(c1)OCCCO2)c1ccc(F)cc1 (stereo not given)	1	-1	-1	10	-3	5	-7	-2	0.6	3
COc1ccc2c(CC(=O)Nc3ccc(OC)nc3)coc2c1	1	-2	9	-4	-5	4	14	-1	-0.1	1
CC1(C)OC(=O)C(=CNC(Cc2c[nH]c3ccccc23)C(=O)O)C(=O)O1 (stereo not given)	-4	-4	10	6	-4	6	-5	-3	0.0	1
COc1ccc(-c2csc3nc[nH]c(=O)c23)cc1OC	-2	-3	7	-5	-4	-2	-9	0	-0.3	1
COc1ccc(-c2cc(C(F)F)n3ncc(C(=O)Nc4cccc(S(=O)(=O)N5CCOCC5)c4)c3n2)cc1	-5	-3	-5	-5	-6	1	5	3	0.4	5

# Compound activity: PubChem, The Scripps Research Institute Molecular Screening Center
